Bioassay records as filed in PubChem.
Measles CPE: protection of cells from measles virus; protection (pct of control), % at 4 µM; Measles virus-infected cells, CPE protection, absorbance; 140,000 compounds, 1.5% hits; in the data active = protection mostly above about 24%, no sharp cut-off; inactive = mostly below about 26%; also: some compounds called inactive have numbers as strong as hits
Yeast growth inh: reduces growth of yeast BB579 in restrictive medium | S. cerevisiae BB579 growth, OD615, 48 h | 140,000 compounds, 0.51% hits | inhibition, % at 10 µM;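 active = inhibition above a set limit, 3 SD over the mean compound inhibition, cut at about 44% in these data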; also: inactives centre near -24
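Test system: S. cerevisiae DeaD strain BB579 yeast; Medium: restrictive CSMM-D medium; Compound: one dose, 10 µM compound with 0.25% DMSO; Incubation: 4 h cell preincubation, 48 h compound exposure, 30 °C humidified; Signal: OD at 615 nm; Benchmarks: amphotericin B at 10 µg/mL as positive control.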
HCT116 PTEN-null: suppresses growth of cells with PTEN deletion | 140,000 compounds, 1.2% hits | viability, % at 10 µM | HCT116 PTEN-null viability, CellTiter-Glo, 60 h; stronger effect = lower value | AID 827;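 active = viability at or below a set limit, 4 SD under the median of all tested compounds, cut at about 3.7% in these data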;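 also: PTEN knockout HCT116 line with beta catenin targeted HCT116 as companion control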
HCT116 bCat-KO: beta-catenin-lacking colon tumor cell growth suppression | HCT116 beta-catenin knockout viability, CellTiter-Glo, 60 h; stronger effect = lower value | 140,000 compounds, 1.5% hits | AID 818 | viability, % at 10 µM;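 active = viability at or under a set limit, the compound median less 4 SD, cut at about 6% in these data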;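 also: 0% = Hyamine 1622 control at 20 µM and 100% = untreated cell control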
MRP-1 activ: activators of MRP-1. 140,000 compounds, 0.61% hits. AID 799. viability increase, % at 10 µM. H69AR cells + doxorubicin, viability rescue, CellTiter-Glo;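 active = viability gain under doxorubicin at or above a set limit, the compound median plus 3 SD, cut at about 4.7% in these data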;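 also: MRP-1 overexpressing cells given doxorubicin 25 µM after compound pretreatment; 18-22 h compound pretreatment then 72 h with doxorubicin before readout; 0% = doxorubicin-only wells and 100% = vehicle-treated cells without doxorubicin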
NPY Y2 blocker: NPY-Y2 (human) receptor antagonism; 140,000 compounds, 0.99% hits; NPY-Y2 expressing cells, antagonist mode; inhibition, % at 2.7 µM; AID 793; in the data active = inhibition above about 17%;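 also: 0% = vehicle with agonist challenge and 100% = reference antagonist with challenge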
Target sequence (P49146 whole entry, looked up): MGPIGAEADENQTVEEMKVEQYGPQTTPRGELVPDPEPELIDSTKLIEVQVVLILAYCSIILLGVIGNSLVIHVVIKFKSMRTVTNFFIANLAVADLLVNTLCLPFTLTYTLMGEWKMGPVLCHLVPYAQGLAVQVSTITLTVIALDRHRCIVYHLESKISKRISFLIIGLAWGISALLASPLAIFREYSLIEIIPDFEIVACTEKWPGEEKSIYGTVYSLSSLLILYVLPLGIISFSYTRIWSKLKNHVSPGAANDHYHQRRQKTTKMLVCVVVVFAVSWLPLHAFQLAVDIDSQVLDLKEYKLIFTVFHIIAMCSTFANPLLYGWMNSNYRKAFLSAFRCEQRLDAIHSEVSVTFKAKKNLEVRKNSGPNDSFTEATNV
Yeast life ext: yeast lifespan extension | inhibition of the nicotinamide effect, % at 10 µM | S. cerevisiae growth with nicotinamide, OD615; deaD strain in restrictive glucose medium | 130,000 compounds, 0.68% hits | AID 775;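 active = inhibition above a set limit, placed 3 SD over the median of all compounds, cut at about 26% in these data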;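 also: 0% = nicotinamide-treated wells and 100% = cells grown without nicotinamide; some compounds called inactive have numbers as strong as hits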
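Test system: DeaD-strain S. cerevisiae / Buffer or medium: restrictive glucose medium / Also added: nicotinamide 1.5 mM / Doses: one concentration, 10 µM, DMSO 0.25% / Schedule: 48 h at 30 °C / Signal: OD615 measurement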
E-sel TNF inh: blocks E-selectin expression induced by TNF alpha. HUVEC TNFa-induced E-selectin immunofluorescence, high content. inhibition, % at 2 µM. 120,000 compounds, 0.71% hits. AID 1246;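 active = inhibition above the batch mean plus 3 SD, and confirmed as a hit on visual image review, cut at about 43% in these data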;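 also: 0% = TNF-stimulated DMSO wells and 100% = unstimulated control wells; not every result past the cut was called active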
Phagocytosis inh: blocks phagocytosis by macrophages; J774A.1 macrophage IgG-bead phagocytosis, imaging; inhibition, % at 5 µM; 110,000 compounds, 0.07% hits; AID 1029;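 active = inhibition above the mean of the plate negative controls plus 5 SD, cut at about 13% in these data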;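 also: phagocytic index as fraction of beads internalized from green versus red external bead signal; plate controls were DMSO negative control for no effect and cytochalasin-D positive control for full effect; some results beyond the cut were filed as inactive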
GALR2 antag: blocks the human galanin receptor 2; inhibition, % at 4 µM; O43603; 140,000 compounds, 0.39% hits; GALR2-expressing cells, antagonist mode; in the data active = inhibition above about 27%;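 also: cells stimulated with galanin 1-16 at roughly its EC80; 0% = agonist challenge control and 100% = basal control without agonist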
Target sequence (O43603 whole entry, looked up): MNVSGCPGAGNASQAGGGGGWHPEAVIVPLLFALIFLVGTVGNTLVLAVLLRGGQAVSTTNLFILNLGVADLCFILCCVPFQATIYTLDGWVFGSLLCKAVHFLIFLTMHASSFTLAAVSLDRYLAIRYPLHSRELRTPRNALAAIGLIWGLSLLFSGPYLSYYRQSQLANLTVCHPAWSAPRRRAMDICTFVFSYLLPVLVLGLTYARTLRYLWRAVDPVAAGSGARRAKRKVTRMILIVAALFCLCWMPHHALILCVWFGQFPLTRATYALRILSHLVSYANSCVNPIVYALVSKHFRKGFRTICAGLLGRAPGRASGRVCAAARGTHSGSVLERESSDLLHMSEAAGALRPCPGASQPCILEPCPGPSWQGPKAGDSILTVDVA
Active calls of the source: *; x = no result given.

SMILES	Measles CPE	Yeast growth inh	HCT116 PTEN-null	HCT116 bCat-KO	MRP-1 activ	NPY Y2 blocker	Yeast life ext	E-sel TNF inh	Phagocytosis inh	GALR2 antag
CNC(=S)N/N=C/c1cn(CCOc2ccc(OC)cc2)c2ccccc12	15	10	96	106	-1.8	5	-7	2	-9	-5
COc1ccc(OC)c(S(=O)(=O)n2ccnc2C)c1	13	-35	97	86	-0.6	0	1	-77	x	-8
COc1ccc(S(=O)(=O)Nc2cc(OC)c(NC(=O)c3ccco3)cc2OC)cc1	8	6	91	93	-0.7	-2	-9	-5	0	6
COC(=O)C1CCN(C(=O)NC2CCCCC2)CC1	7	-39	102	99	0.0	5	-3	-7	-2	-8
O=C(CN1C(=O)c2ccccc2S1(=O)=O)N1CCN(c2ccccc2F)CC1	13	-53	96	100	-0.6	4	-6	x	-1	6
O=C(Nc1ccc2c(c1)OCCO2)c1c(F)cccc1F	8	14	98	99	0.6	0	-11	0	0	2
CC(=O)Nc1ccc(NC(=S)NC(=O)c2ccc([N+](=O)[O-])c(C)c2)cc1	7	2	102	93	-0.7	2	-5	x	1	-10
CCOC(=O)C1=C(C)N(C)C(=S)NC1c1ccc(Cl)cc1 (stereo unspecified)	4	-1	99	97	-0.1	2	-3	16	4	-3
COc1ccc(-c2noc(CCC(=O)Nc3cc(Cl)c(OC)cc3OC)n2)cc1	10	-44	90	84	-2.2	1	-18	-11	1	-6
CCCOC(=S)N/C(=N\S(=O)(=O)c1ccccc1)c1ccccc1	12	-13	92	93	-1.3	0	-6	-11	-1	-3
O=C(COC(=O)COc1ccc(Cl)cc1)NC1CCCCC1	4	9	97	103	-2.7	1	-9	-39	x	7
CCC(C(=O)NCCCc1ccccc1)c1ccccc1 (stereo unspecified)	23	-2	84	87	-2.6	2	1	x	-4	6
N#CCCSCc1ccc(C(=O)O)o1	9	-31	112	106	-0.5	4	-2	9	-1	-6
COc1ccc(Cl)cc1S(=O)(=O)N1CCN(C)CC1	27	-13	99	99	-1.5	x	-8	x	0	x
Cc1csc(SCC(=O)N2CCCC2)n1	6	-13	87	98	0.8	0	-20	-26	-2	-1
CCOC(=O)c1c(C)[nH]c(C)c1C(=O)COC(=O)c1cccc(C)c1O	2	-31	91	91	-0.3	0	-10	-18	-5	0
O=C1C2CCCN2C(c2ccccc2)N1c1ccc(Cl)cc1 (stereo unspecified)	25	-22	85	76	-1.6	1	1	4	x	-10
O=C1Nc2cccnc2Sc2ccccc21	3	-8	92	98	-1.2	4	5	25	-2	-10
O=C(OCC(=O)N(Cc1ccccc1)C1CCS(=O)(=O)C1)c1cc2c(s1)CCCC2 (stereo unspecified)	15	-2	86	90	-2.6	4	3	x	-5	11
CC(C)Oc1ccc(C(=O)NC2CCCCC2)cc1	4	-36	96	94	0.6	11	-9	x	-1	-3
COc1cc(OC)nc(NC(=O)COC(=O)C2CCCCC2)n1	10	-17	100	94	0.5	1	-3	-3	0	0
CCOC(=O)C1=C(C)NC(=O)NC1/C(C)=C/c1ccccc1 (stereo unspecified)	3	-72	95	89	0.2	5	-10	6	0	14
C[N+](C)(C)CCOP(=O)(O)OP(=O)([O-])OC[C@H]1O[C@@H](n2ccc(N)nc2=O)[C@H](O)[C@@H]1O	17	-13	96	97	-1.1	1	3	x	x	4
CCCCCCc1cc2cc(C(N)=O)c(=N)oc2cc1O	37	-51	58	84	1.5	0	-11	-31	1	-29
O=C(Cn1cc(-c2nnnn2-c2ccc(Cl)cc2)c(=O)c2ccccc21)c1ccccc1	43	-59	35	23	-1.8	9	-5	-16	-1	-9
Cc1nc2nc[nH]n2c(=O)c1NC(=O)c1c(-c2ccccc2Cl)noc1C	2	20	89	95	-1.0	0	-9	-15	-4	10
CCCn1nnnc1NC(=O)COc1ccc(CC)cc1	6	-30	103	94	-1.1	18*	-1	15	-4	12
COc1ccc(S(=O)(=O)N2CCCN(CC(=O)Nc3cc(NC(C)=O)ccc3OC)CC2)cc1	14	-19	92	107	-2.2	1	-21	36	-2	4
O=C(NCc1ccccn1)c1cc2ccccn2n1	6	37	97	93	0.3	0	-3	x	0	3
CC(C)c1nc(N2CCCC2)c(C#N)c2c1CCCC2	18	-11	93	87	0.7	1	-5	-12	3	12
NC(=O)CC(O)c1cccc(Cl)c1 (stereo unspecified)	13	-33	102	100	-2.5	3	-2	-15	0	-2
CCN(CC)C(=O)Cn1cc(/C=C(\C#N)C(=O)N2CCN(c3ccccc3)CC2)c2ccccc21	6	-49	85	85	0.0	-2	-5	-11	x	-10
CCOc1ccccc1N1CCN(C(=S)NCc2ccco2)CC1	x	-24	58	60	0.1	3	-6	x	6	8
CCOC(=O)C1=C(C)NC(c2cccs2)C(=O)N1 (stereo unspecified)	16	-35	92	99	-2.5	0	4	x	-2	9
NS(=O)(=O)c1ccc(NC(=S)NCc2ccccc2)cc1	6	-7	91	94	-2.7	1	1	x	-6	6
Cc1cc(C)c(-c2csc(NC(=O)C3=NN(c4ccccc4)C(=O)CC3)n2)c(C)c1	34	-20	30	20	-1.5	4	-2	-14	9	7
O=C(CSc1nnc(C2COc3ccccc3O2)o1)N1CCOCC1 (stereo unspecified)	15	-28	102	98	-0.3	0	-6	x	0	-1
COCCCn1nnnc1SCC(=O)Nc1nc(C)c(C)s1	5	-23	88	88	-2.2	0	-3	-3	x	8
Cc1cc(C)cc(NC2=CC(=O)CC(c3ccco3)C2)c1 (stereo unspecified)	15	-6	84	79	-3.9	7	-5	23	0	-2
O=C(CSCc1ccccc1)Nc1ccc2c(c1)OCO2	5	-21	91	99	-4.7	3	-2	-5	x	11

2 of these compounds, reformatted:
Molecule,Measles CPE,Yeast growth inh,HCT116 PTEN-null,HCT116 bCat-KO,MRP-1 activ,NPY Y2 blocker,Yeast life ext,E-sel TNF inh,Phagocytosis inh,GALR2 antag
COc1ccc(S(=O)(=O)N2CCCN(CC(=O)Nc3cc(NC(C)=O)ccc3OC)CC2)cc1,14,-19,92,107,-2.2,1,-21,36,-2,4
O=C(NCc1ccccn1)c1cc2ccccn2n1,6,37,97,93,0.3,0,-3,x,0,3

Next part:
SMILES	Measles CPE	Yeast growth inh	HCT116 PTEN-null	HCT116 bCat-KO	MRP-1 activ	NPY Y2 blocker	Yeast life ext	E-sel TNF inh	Phagocytosis inh	GALR2 antag
COc1ccc(CNC(=O)Cc2c(C(=O)O)[nH]c3ccccc23)cc1	14	-23	100	88	-2.3	3	-34	x	x	-3
Cn1c(SCC(=O)N(C2CCCCC2)C2CCCCC2)nnc1-c1cccs1	5	-26	69	71	-6.0	2	9	-3	-1	-15
CNC(=S)Nc1ccc(OC)c(OC)c1	5	-9	92	88	-0.8	5	-3	-28	0	-1
Cn1c(Cn2c(C(F)(F)F)nc3ccccc32)nc2ccccc21	30	-48	107	99	-1.8	1	-2	-13	0	6
CCOC(=O)COc1nc(N(C)C)nc(N(C)C)n1	19	-30	104	90	0.2	2	-9	x	1	1
CCCSc1nc(=O)n2cc(C)ccc2n1	5	-9	110	108	0.8	2	-16	1	0	-1
Cc1cc(C)c(NC2=CC(=O)CC(C)(C)C2)c(C#N)c1	8	-46	104	100	-0.6	4	-9	11	1	2
CCC(C)NC(C(=O)Nc1ccc(Cl)c([N+](=O)[O-])c1)c1ccccc1 (stereo unspecified)	x	5	69	80	-1.2	8	2	x	-5	-1
Cc1cc(C)nc(/N=C(\N)Nc2ccc(F)c([N+](=O)[O-])c2)n1	5	-6	26	27	-5.1	11	6	21	x	17
CC(C)(C)C(=O)NCCc1nc2ccccc2n1CC(=O)c1ccccc1	11	-27	86	92	-2.1	2	7	-23	x	5
COC(=O)c1ccc(C2CC(=O)Nc3cc(OC)c(OC)cc32)cc1 (stereo unspecified)	22	-3	88	83	-1.5	1	0	4	-1	-3
CCC1=NN2C(=N)/C(=C\c3ccc(SCc4ccco4)o3)C(=O)N=C2S1	4	-37	90	88	-0.5	3	-8	10	-1	-9
Cc1c(N(C(=O)Nc2ccccc2)C2=NCC(C)S2)c(=O)n(-c2ccccc2)n1C (stereo unspecified)	9	5	106	93	0.2	2	-5	x	1	-11
Cc1ccc(CNC(=O)c2ccccc2N)cc1	3	-35	100	90	-0.8	2	-12	-8	x	2
O=C(COc1ccc(Br)cc1)NCCO	5	1	102	92	-0.3	2	0	9	-3	1
Cc1cc(C)nc(SCC(=O)N/N=C\C(Br)=C\c2ccccc2)n1	6	-50	66	62	-3.3	6	-2	-23	-13	-10
CC(=O)N(c1ccc2oc(=O)sc2c1)S(=O)(=O)c1ccccc1	5	-19	96	94	-1.8	1	-4	x	-2	-14
Cc1ccc(CCNC(=O)C2CC(c3ccccc3[N+](=O)[O-])=NO2)cc1 (stereo unspecified)	13	-29	96	84	-2.5	1	25	11	x	-7

Among those listed so far, these have a Cl atom.
SMILES	Measles CPE	Yeast growth inh	HCT116 PTEN-null	HCT116 bCat-KO	MRP-1 activ	NPY Y2 blocker	Yeast life ext	E-sel TNF inh	Phagocytosis inh	GALR2 antag
CCOC(=O)C1=C(C)N(C)C(=S)NC1c1ccc(Cl)cc1 (stereo unspecified)	4	-1	99	97	-0.1	2	-3	16	4	-3
COc1ccc(-c2noc(CCC(=O)Nc3cc(Cl)c(OC)cc3OC)n2)cc1	10	-44	90	84	-2.2	1	-18	-11	1	-6
O=C(COC(=O)COc1ccc(Cl)cc1)NC1CCCCC1	4	9	97	103	-2.7	1	-9	-39	x	7
COc1ccc(Cl)cc1S(=O)(=O)N1CCN(C)CC1	27	-13	99	99	-1.5	x	-8	x	0	x
O=C1C2CCCN2C(c2ccccc2)N1c1ccc(Cl)cc1 (stereo unspecified)	25	-22	85	76	-1.6	1	1	4	x	-10
O=C(Cn1cc(-c2nnnn2-c2ccc(Cl)cc2)c(=O)c2ccccc21)c1ccccc1	43	-59	35	23	-1.8	9	-5	-16	-1	-9
Cc1nc2nc[nH]n2c(=O)c1NC(=O)c1c(-c2ccccc2Cl)noc1C	2	20	89	95	-1.0	0	-9	-15	-4	10
NC(=O)CC(O)c1cccc(Cl)c1 (stereo unspecified)	13	-33	102	100	-2.5	3	-2	-15	0	-2
CCC(C)NC(C(=O)Nc1ccc(Cl)c([N+](=O)[O-])c1)c1ccccc1 (stereo unspecified)	x	5	69	80	-1.2	8	2	x	-5	-1
